# GC-B act = GC-B (human) receptor activation; 0.11% of 370,000 active; activation, % at 10 µM; AID 1920062; HEK293-GC-B cells, CNP EC30, cGMP TR-FRET; 0% at EC30 CNP, 100% saturating CNP;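 active = activation at 10 µM reaching about 35% in either raw or pattern-adjusted values, limit read from the data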
# DAX1 inh-1 = DAX1 (NR0B1) inhibition, primary screen; 1.1% of 370,000 active; inhibition, % at 6.8 µM; HEK293T StAR-luciferase reporter, SF-1/DAX-1 repression relief; AID 652010;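 active = inhibition above the mean over all tested compounds plus 3 SD, cut at about 3.6% in these data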;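 note: 0% = DAX-1 cells with DMSO and 100% = cells lacking DAX-1 with DMSO; higher inhibition means more luminescence from relief of DAX-1 repression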
# hcDAF-12 act = activates DAF-12 receptor from parasite H. contortus. AID 652067. HEK293 hcDAF-12 lit1-tk-luc reporter, luminescence; 0% DMSO, 100% Δ7-dafachronic acid. activation, % at 6.8 µM. 1.4% of 370,000 active;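 active = activation above the mean of all tested compounds plus 3 SD, cut at about 5.5% in these data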;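 note: 100% = response to 3 µM Δ7-dafachronic acid high control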
# HGIII-sPLA2 inh = Inhibits HGIII-sPLA2 liposome hydrolysis, primary screen; QFRET BODIPY PC-A2 liposome hydrolysis, fluorescence; inhibition, % at 12.2 µM; 0.56% of 370,000 active;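 active = inhibition above mean plus 3 SD of compounds lying within the high and low control bounds, cut at about 19% in these data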;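 note: 0% = median of test compound wells and 100% = no enzyme DMSO wells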
# Target sequence (Q9NZ20 whole entry, looked up): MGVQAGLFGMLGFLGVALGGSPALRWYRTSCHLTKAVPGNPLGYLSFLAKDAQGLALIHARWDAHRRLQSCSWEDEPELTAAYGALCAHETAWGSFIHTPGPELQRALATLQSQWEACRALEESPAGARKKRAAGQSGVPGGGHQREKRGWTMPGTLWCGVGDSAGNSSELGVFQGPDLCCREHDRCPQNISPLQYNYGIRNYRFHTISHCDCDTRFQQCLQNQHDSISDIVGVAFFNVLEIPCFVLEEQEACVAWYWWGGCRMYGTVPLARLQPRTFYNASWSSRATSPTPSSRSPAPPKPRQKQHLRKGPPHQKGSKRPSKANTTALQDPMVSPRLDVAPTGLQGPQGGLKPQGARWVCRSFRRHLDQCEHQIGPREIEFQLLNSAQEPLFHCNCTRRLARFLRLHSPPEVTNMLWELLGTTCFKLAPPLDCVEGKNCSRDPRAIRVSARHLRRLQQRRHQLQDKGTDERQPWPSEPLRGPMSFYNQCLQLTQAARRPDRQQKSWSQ
# ssDAF12 agonist = activates DAF-12 receptor from parasite S. stercoralis | HEK293 ssDAF-12/GRIP1 lit1-tk-luc reporter, luminescence; % of 3 µM dafachronic acid response | activation, % at 6.8 µM | 1% of 370,000 active | AID 652126;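 active = activation above the mean over all tested compounds plus 3 SD, cut at about 0.9% in these data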;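 note: 0% = DMSO-only wells and 100% = 3 µM delta7-dafachronic acid wells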
# GAA850 FXN act = activators of GAA850 frataxin (FXN) promoter; HEK293 lucGAA850 FXN promoter luciferase reporter, 24 h; percent of 10 µM SAHA response; activation, % at 6 µM; 0.56% of 360,000 active;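 active = activation above the average of all compounds screened plus 3 SD, cutoff fixed separately per campaign, cut at about 7.5% in these data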;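 note: 0% = DMSO wells and 100% = 10 µM SAHA wells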
# KLK7 zymogen act = activates the human kallikrein-7 zymogen | P49862 | purified proKLK7, EDANS-DABCYL substrate fluorescence; 100% is mature enzyme control, 0% vehicle | activation, % at 7 µM | 0.9% of 370,000 active;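 active = activation above the mean of all tested compounds plus 3 SD, computed per campaign excluding outliers beyond control limits, cut at about 13% in these data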
# Target sequence (P49862 whole entry, looked up): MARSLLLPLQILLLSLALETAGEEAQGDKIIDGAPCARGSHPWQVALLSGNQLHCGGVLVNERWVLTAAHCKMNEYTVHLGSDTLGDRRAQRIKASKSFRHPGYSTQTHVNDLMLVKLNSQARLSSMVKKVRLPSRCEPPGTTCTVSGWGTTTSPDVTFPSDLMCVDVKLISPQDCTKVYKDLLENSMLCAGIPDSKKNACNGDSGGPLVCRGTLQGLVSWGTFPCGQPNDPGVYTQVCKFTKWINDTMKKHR
# NPR1 activator = GC-A (human) enzyme activation; HEK293 GC-A cells, cGMP TR-FRET, EC30 ANP; 0% at EC30 ANP, 100% saturating ANP; activation, % at 10 µM; 0.14% of 370,000 active; P16066; in the data active = activation above about 40%
# hgDAF-12 ag = activates the H. glycines DAF-12 receptor ligand-binding domain | HEK293 GAL4-hgDAF12 UAS-luciferase reporter, agonist luminescence; normalized to butyrate control | activation, % at 6.8 µM | 1.8% of 370,000 active | AID 687014;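 active = activation above a cutoff set at the mean of all screened compounds plus 3 SD, cut at about 10% in these data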;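 note: 0% = DMSO wells and 100% = sodium butyrate wells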
# DAX1 inh-2 = inhibitors of human orphan nuclear receptor DAX1 (NR0B1) | 0.99% of 340,000 active | HEK293 Gal4-DAX1 luciferase reporter, luminescence | AID 504766 | inhibition, % at 6.75 µM;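 active = inhibition above the mean over all tested compounds plus 3 SD, cut at about 4.2% in these data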;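 note: 0% = DAX1-transfected cells with DMSO and 100% = empty-vector control cells with DMSO; inhibition shows as a rise in luminescence from relieved DAX1 repression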
# Target sequence (P51843 207-470 limits assumed): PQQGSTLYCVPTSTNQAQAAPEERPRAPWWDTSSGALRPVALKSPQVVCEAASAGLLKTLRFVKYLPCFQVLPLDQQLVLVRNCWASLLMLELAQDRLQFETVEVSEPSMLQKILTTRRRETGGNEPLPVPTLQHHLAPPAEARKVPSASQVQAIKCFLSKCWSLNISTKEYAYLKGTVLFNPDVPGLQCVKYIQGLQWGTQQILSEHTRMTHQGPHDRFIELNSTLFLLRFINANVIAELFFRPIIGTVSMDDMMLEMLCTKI
# SMARCA2 act = activators of SMARCA2 function. MG213 cells, MMTV-luciferase reporter, dexamethasone, overnight. activation, % at 9.1 µM. 1% of 370,000 active; in the data active = activation above about 7.8%;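 note: 0% = vehicle wells and 100% = reference activator wells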
# * marks the source's active call; other numbers are inactive results; . = no result given. Compounds were not picked by outcome; any-hit rate near 6.7%.
SMILES,GC-B act,DAX1 inh-1,hcDAF-12 act,HGIII-sPLA2 inh,ssDAF12 agonist,GAA850 FXN act,KLK7 zymogen act,NPR1 activator,hgDAF-12 ag,DAX1 inh-2,SMARCA2 act
CCOC(=O)C(C(=O)Nc1cccc(C)n1)C1CCCCC1 (configuration not stated),7,-0.3,0.3,-2,0.0,1.2,0.2,6,1.6,-0.4,-3
CC(C)CC(NC(=O)C(Cc1ccc(OCc2ccccc2)cc1)NC(=O)OC(C)(C)C)C(N)=O (configuration not stated),-1,-0.1,-1.6,-20,-1.4,-2.1,-0.3,7,2.2,1.2,0
Cc1c(F)cccc1NS(=O)(=O)c1ccccc1C#N,3,-0.1,0.4,-2,-1.4,-0.2,0.5,-1,-0.7,1.3,9.2*
CC1(C)CC(=O)C=C(Nc2ccccn2)C1,6,0.2,0.1,3,-0.5,0.1,0.8,-1,-0.7,1.4,-4
Cc1ccc(Cn2nnc3c(=O)n(CC(=O)c4ccccc4)cnc32)cc1,0,-0.3,2.5,-13,-0.5,0.5,-0.1,8,-0.2,-0.9,-2
COC(=O)C(Cc1ccc(OC(=O)c2ccccc2C)cc1)N1Cc2ccccc2C1=O (configuration not stated),2,1.3,1.5,-7,-1.2,1.2,0.7,7,4.3,0.7,-1
O=C1[C@H]2[C@@H](c3ccc(F)cc3)N3C(=O)N(c4ccccc4)C(=O)[C@@]3(Cc3ccccc3)[C@H]2C(=O)N1C1CCCCC1,10,0.2,-0.2,-9,-1.3,10*,0.2,-9,2.7,-2.0,0
COc1ccc(N2C3=[N+](CC2(C)O)c2ccccc2CC3)cc1 (configuration not stated),-4,0.9,1.5,1,-0.2,0.3,0.0,-4,2.5,2.5,4
CCC(NC(=O)CCC(=O)N1CCN(S(=O)(=O)c2ccc(C)cc2)CC1)c1ccc(C)cc1 (configuration not stated),6,-1.1,-0.8,-13,-0.6,2.6,0.1,-2,-2.0,-0.8,4
CC(C)CNC(=O)C1(C)CCCCCN1C(=O)c1cc(C#N)cs1 (configuration not stated),2,-0.8,0.0,6,0.7,-0.6,0.3,0,-0.2,.,1
c1ccc(CSc2nnc(Cc3ccccc3)o2)cc1,0,2.2,1.3,-6,-1.7,4.4,0.6,0,5.4,0.9,3
O=C(Nc1ccccc1)c1cccc(S(=O)(=O)Nc2ccccn2)c1,-3,-0.6,2.7,-3,-0.8,0.2,0.1,2,3.1,0.7,-4
Cc1nc2c(C(=O)Nc3ccc(N4CCCC(O)C4)cc3)snc2c(=O)[nH]1 (configuration not stated),-3,0.2,-1.0,14,-1.9,4.3,0.3,0,1.0,1.3,-3
COc1cc(OC)cc(-c2nc3ccccc3c(=O)n2NC(=O)c2cccnc2Cl)c1,-4,-0.6,-1.7,0,-0.8,1.3,-0.7,4,2.2,3.2,3
O=C(CSc1ccccc1F)NC(=O)c1ccc(Cl)cc1,-3,0.1,1.7,-12,-0.1,0.6,-0.1,7,-0.1,1.2,1
C=C(C)C1CC=C(C)/C(=N/NC(=O)CCCNc2cccc(C)c2)C1 (configuration not stated),2,-0.1,-0.3,0,-1.3,0.0,0.0,-8,-1.2,0.9,-6
COc1cccc(CC(=O)N2CCC(CCC(=O)Nc3cccc(OC)c3)CC2)c1,0,-0.3,0.9,-3,-1.3,0.7,-0.1,1,-0.6,0.0,4
Cc1cc(CN(C)C(=O)CC2C(=O)NCCN2Cc2c(F)cccc2Cl)n[nH]1 (configuration not stated),-1,-0.2,-1.8,6,-1.2,-1.7,0.3,3,-2.4,-0.3,-2
CCN(CC)C(=O)C1=C(C)N(CCC2=CCCCC2)C(=O)C(CC(=O)NCC2CCCCC2)C1 (configuration not stated),-1,-0.8,-0.6,-2,-1.1,-0.5,-0.4,0,-0.8,0.0,-1
O=C(CCC1CCCC1)N1CCN(C(=O)COc2ccccc2)CC1,0,0.1,-2.1,7,-0.8,2.1,-0.3,-1,0.5,-0.4,0
CCCCn1c(N)c(N(CC)C(=O)C2CCN(C(=O)c3ccccc3C)CC2)c(=O)[nH]c1=O,2,0.2,-0.4,1,-1.4,0.3,-0.1,-1,1.9,0.8,-1
NC(=O)c1ccc(NC(=O)COC(=O)CC(NC(=O)c2ccccc2Cl)c2ccccc2)cc1 (configuration not stated),-19,-0.6,-1.2,-7,-1.6,3.4,0.5,-1,-1.3,0.3,-2
O=C(CSc1nc2ccccc2n1Cc1ccccc1Cl)N/N=C/c1ccccc1C(=O)O,4,0.7,0.2,-20,-2.0,0.1,0.5,4,1.2,1.4,-3
Cc1c[n+]([O-])cc(C)c1[N+](=O)[O-],6,-0.8,-1.1,0,-1.5,0.3,0.5,-1,0.2,-0.1,-1
COC(=O)c1cc(NC(=O)COC(=O)C2CCC2)cc(C(=O)OC)c1,2,1.3,2.8,-6,-0.5,0.1,-0.2,-11,0.6,-0.4,-1

# Single entries from the list.
# For hcDAF-12 act, COC(=O)c1cc(NC(=O)COC(=O)C2CCC2)cc(C(=O)OC)c1 shows 2.8
# For GC-B act, O=C(CSc1nc2ccccc2n1Cc1ccccc1Cl)N/N=C/c1ccccc1C(=O)O shows 4

# The listing picks up; the two compounds before the break are reprinted first.
SMILES,GC-B act,DAX1 inh-1,hcDAF-12 act,HGIII-sPLA2 inh,ssDAF12 agonist,GAA850 FXN act,KLK7 zymogen act,NPR1 activator,hgDAF-12 ag,DAX1 inh-2,SMARCA2 act
Cc1c[n+]([O-])cc(C)c1[N+](=O)[O-],6,-0.8,-1.1,0,-1.5,0.3,0.5,-1,0.2,-0.1,-1
COC(=O)c1cc(NC(=O)COC(=O)C2CCC2)cc(C(=O)OC)c1,2,1.3,2.8,-6,-0.5,0.1,-0.2,-11,0.6,-0.4,-1
C=CC[C@@H](Cc1ccc(F)cc1)C(=O)OC[C@@H]1CCCN1C(=O)[C@H](CC=C)CC(=O)NCCO,2,-0.2,0.6,1,-1.6,-2.8,-0.8,-1,0.9,0.7,0
CN(C)c1ccc(CNc2ncc(Br)cc2Br)cc1,0,-0.3,-1.8,5,-0.9,0.1,0.0,-1,-2.7,-0.3,1
N#Cc1ccc(OCC(=O)OCC(=O)c2ccccc2)cc1,-2,0.1,1.7,1,-1.0,0.1,0.3,-1,3.2,-0.7,-2
COc1ccc(CCN2C(=O)CC(N3CCOCC3)C2=O)cc1OC (configuration not stated),2,-0.8,-0.7,-2,-0.7,0.8,-0.2,3,0.4,0.2,1
COc1ccc(-c2ccc(C#N)c(SCC(=O)NC3CC3)n2)cc1OC,8,0.2,0.3,9,-1.6,1.8,17*,11,-0.7,0.3,-3
NS(=O)(=O)c1ccc(CNC(=O)CNC(=O)Cc2ccccc2)cc1,1,-0.2,1.2,13,-1.1,0.1,0.5,2,-0.5,-0.6,-2
CCOC(=O)C(=O)N1CCN(c2ccccc2OC)CC1,1,0.2,2.1,0,-0.9,0.0,-0.2,-1,3.6,-1.2,-5
Cc1cccc(/C=N/NC(=O)c2ccccc2OCc2cccc(Br)c2)n1,2,-0.8,-4.7,-15,-1.6,-1.6,-0.5,-3,0.6,-0.6,-2
CCN1CCn2c3c(c4cccc(C)c42)CCCC31 (configuration not stated),-2,0.2,-1.2,12,-1.4,-0.2,0.4,1,-0.3,-0.2,-1
Cc1ccc(C(=O)N2CCC(C(=O)c3ccc(Cl)cc3)CC2)cc1,0,-0.4,-2.0,1,-2.1,1.3,-0.7,-1,-1.8,-0.9,-4
COc1ccc(OCC(=O)N/N=C(\C)c2ccc(-n3ccnc3)cc2)cc1,1,0.1,-2.6,15,-1.2,-0.9,-0.4,0,-1.1,0.3,-3
NC(=O)SCC(=O)Nc1ccc(Cl)cc1,-3,-0.4,-0.8,-3,-1.2,1.2,0.3,4,0.2,1.3,-1
Cc1cc(S(=O)(=O)NCCc2ccncc2)cc(C)c1F,8,0.2,0.0,-11,-0.9,1.5,-0.8,-2,0.9,1.3,1
COc1ccccc1CN(C)C(=O)c1cccc(S(=O)(=O)N2CCCC2)c1,6,-0.1,-0.8,7,-0.9,0.3,-0.5,-1,3.2,1.0,-2
COc1ccc(C)cc1S(=O)(=O)Nc1cc2c3c(c1)CC(=O)N3CCC2,1,0.8,0.0,-31,0.4,4.5,0.5,-1,-0.3,-0.2,-3
N#Cc1cc2cc3c(cc2nc1Cl)OCCO3,-4,2.9,-2.8,5,-0.9,-1.5,-0.9,2,-5.0,-0.5,-9
Cc1nc2sc3c(c2c(=O)[nH]1)CCCCC3,-4,0.9,1.5,0,-1.2,-0.7,0.1,-1,1.1,0.2,2
COC(=O)CSc1nc(N)c(C#N)c(C(C)C)c1C#N,8,-0.8,-2.2,1,-1.1,0.2,0.5,3,1.1,-1.4,5
COc1ccc(C)cc1S(=O)(=O)N1c2ccccc2CC1C (configuration not stated),-11,-0.5,-2.6,-8,-1.6,-0.5,-0.3,-12,0.9,0.5,-1
COc1cccc(/C=C(\C#N)c2nc3ccc(C)cc3[nH]2)c1OCC(=O)O,-2,0.4,6.1*,-7,-0.8,2.5,1.2,5,4.6,0.8,2
Cc1c(C(=O)O)sc(S(=O)(=O)N2CCN(C(=O)Cc3ccccc3)CC2)c1C(=O)O,-3,0.7,-0.5,9,-0.7,-2.1,0.8,3,3.3,0.6,-1
CC1(C(=O)NCc2cccs2)Cc2c(-c3cccc(C(F)(F)F)c3)ccnc2O1 (configuration not stated),-2,-4.3,-3.1,-8,-1.0,-5.1,0.6,-7,-4.0,.,-6
Oc1c(Br)cc(Br)cc1C=Nc1ccc2c(c1)OCCO2,-2,-1.9,-2.8,5,-2.1,-7.2,-0.8,-2,-3.3,-0.6,-3
Cc1cccc(C)c1-n1nnnc1C1(C)CCC(=O)N1c1ccc(N2CCOCC2)cc1 (configuration not stated),-5,-0.5,-0.4,4,-0.5,.,-0.5,2,0.9,.,-4
CC1(C)Cc2ccccc2-c2nnc(SCC(=O)Nc3nc4ccccc4s3)n21,-4,0.2,0.3,-12,-1.4,-3.3,-0.7,0,2.4,3.2,-5
COc1ccc(CCNC(=O)CSc2nnc(-c3ccc(F)cc3)o2)cc1OC,4,-0.5,0.2,1,-1.9,2.1,0.1,4,-0.6,-1.4,-2

# Full records as entered above. Order of screens: GC-B act | DAX1 inh-1 | hcDAF-12 act | HGIII-sPLA2 inh | ssDAF12 agonist | GAA850 FXN act | KLK7 zymogen act | NPR1 activator | hgDAF-12 ag | DAX1 inh-2 | SMARCA2 act
# CN(C)c1ccc(CNc2ncc(Br)cc2Br)cc1 as listed: 0 | -0.3 | -1.8 | 5 | -0.9 | 0.1 | 0.0 | -1 | -2.7 | -0.3 | 1
# N#Cc1cc2cc3c(cc2nc1Cl)OCCO3 as listed: -4 | 2.9 | -2.8 | 5 | -0.9 | -1.5 | -0.9 | 2 | -5.0 | -0.5 | -9

# With a hit mark in hcDAF-12 act (from the list above):
SMILES,GC-B act,DAX1 inh-1,hcDAF-12 act,HGIII-sPLA2 inh,ssDAF12 agonist,KLK7 zymogen act,NPR1 activator,DAX1 inh-2,SMARCA2 act
COc1cccc(/C=C(\C#N)c2nc3ccc(C)cc3[nH]2)c1OCC(=O)O,-2,0.4,6.1*,-7,-0.8,1.2,5,0.8,2
